# Compound activity: PubChem BioAssay, several laboratories
# KOR beta-arrestin-1: KOR agonists, beta-arrestin recruitment, primary screen, cell-based, luminescence, uHTS (AID 1777) | KOR beta-arrestin recruitment, luminescence; higher % means a stronger effect | activation, % at 10 µM, or EC50 in µM where a hit was titrated | hit rate 0.02% among 280,000; in the data active = activation above about 50%, passing the limit was not always enough; also: a part of the inactive calls stands beside numbers as strong as those of hits
# HEK293 NOD2/NF-kB: inhibition of NOD2-driven NF-kB reporter – cell-based, luminescence, uHTS, HEK293 (AID 1566); HEK293 NOD2/NF-kB luciferase reporter, luminescence; higher % means a stronger effect; one-dose inhibition, % at 4 µM; EC50 in µM for titrated hits; hit rate 0.63% among 290,000; also: many of its hits are not listed in these tables
# LYP inhibition: inhibitors of LYP phosphatase, biochemical, fluorescence intensity, uHTS (AID 1779). recombinant LYP phosphatase, fluorescence intensity; higher % means a stronger effect. inhibition, % at 11.5 µM, or IC50 in µM where a hit was titrated. hit rate 0.054% among 290,000;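 also: plate controls were vehicle with enzyme for no effect and no enzyme for full effect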
# NOD1 NF-kB reporter: inhibition of NOD1-driven NF-kB reporter – cell-based, luminescence, uHTS, primary screen (AID 1578). NOD1-driven NF-kB luciferase reporter cells, luminescence; higher % means a stronger effect. inhibition, % at 4 µM, or EC50 in µM where a hit was titrated. hit rate 1% among 290,000; in the data active = inhibition mostly above about 36%, no sharp cut-off; inactive = mostly below about 34%;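 also: HEK-293T reporter cells stimulated with the NOD1 agonist gamma-tri-DAP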
# HIV peptide binding: inhibitors of HIV fusion peptide binding, primary screen, biochemical, uHTS, fluorescence dequenching (AID 1986); cell-free peptide binding, fluorescence dequenching, 30 min; higher % means a stronger effect; one-dose inhibition, % at 20 µM; IC50 in µM for titrated hits; hit rate 0.3% among 290,000; in the data active = inhibition mostly above about 52%, no sharp cut-off; inactive = mostly below about 76%; also: some results filed as inactive read as strong as hits
# KOR beta-arrestin-2: kappa opioid receptor blockers – cell-based, luminescence, uHTS (AID 1778). KOR beta-arrestin recruitment, luminescence, antagonist mode; higher % means a stronger effect. one-dose inhibition, % at 10 µM; IC50 in µM for titrated hits. hit rate 0.091% among 290,000; also: strong numbers were not always called active
# PhoP inhibition: inhibitors of PhoP regulon expression, primary screen, Salmonella Typhimurium, GFP reporter (AID 1863); S. Typhimurium PhoP-regulated promoter GFP reporter, 4 h; higher % means a stronger effect; inhibition, % at 50 µM, or IC50 in µM where a hit was titrated; hit rate 0.16% among 300,000;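 active = inhibition over 29.93%, a cutoff 3 SD above the screen mean, later confirmed by dose response; inconclusive = inhibition over 29.93% but no dose response follow-up; inactive = inhibition at most 29.93% or unconfirmed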;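 also: 0% = low Mg2+ inducing control and 100% = high Mg2+ repressing control; strong numbers were not always called active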
# Siah-1 displacement: Siah-1 peptide-binding antagonists, primary screen, biochemical, fluorescence polarization, rhodamine-plectin, uHTS (AID 1817); Siah-1 / rhodamine-plectin peptide fluorescence polarization; higher % means a stronger effect; displacement, % at 20 µM, or IC50 in µM where a hit was titrated; hit rate 0.02% among 290,000;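 active = displacement of at least 50% at 20 µM, with a fluorescence ratio check between 0.3 and a set limit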;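 also: plate controls were Siah plus tracer with DMSO for no effect and tracer alone without Siah for full effect; strong numbers were not always called active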
# Myeloid diff 2: promotes myeloid progenitor differentiation | ER-HoxA9 myeloid progenitors, lysozyme-GFP differentiation, flow cytometry | calls only at 10 µM | hit rate 1% among 360,000 | AID 624256;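 active = normalized GFP-positive differentiation at or above the plate's own cutoff, the solvent-only control mean plus 3 SD; inconclusive = no clear call, values can overlap the other calls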;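 also: cells exposed to compound for four days before flow analysis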
# Myeloid diff 2 GFP+ MAC1+ %: second read-out of Myeloid diff 2, no call of its own (marks repeat the call); GFP+ MAC1+ double positive, %; measured here: differentiation confirmed by MAC1 staining
# The depositor's hits bear a star; i = inactive; ? = inconclusive; · = not tested or not shown; [ ] = remark or other dose. Rule as the data show it, unless noted: active = inhibition above about 50%; inactive = the rest. An excerpt; count on the stated rates, not on these rows.
# Fields – HIV peptide binding, Myeloid diff 2 GFP+ MAC1+ %, KOR beta-arrestin-1, Siah-1 displacement, LYP inhibition, PhoP inhibition, NOD1 NF-kB reporter, Myeloid diff 2, HEK293 NOD2/NF-kB, KOR beta-arrestin-2
Cc1nn(C)c(C)c1CN(Cc1nc(CCC(C)C)no1)C(C)C
  -1.7%, 0.4, 0.6%, 0%, -7%, -1%, 39%, i, 34%, -4%[20 µM]
COc1ccc(NC(=S)NC(=O)C2CCCCC2)cc1
  0.0%, 0.6, 1.8%, -4%, 4%, 1%, -35%, i, 2%, -15%
CN(C)c1ccc(/C=N/NC(=O)CCCO)cc1
  -3.1%, 0.0, -0.6%, -5%, -8%, -1%, 18%, i, 8%, -26%
COc1cc(NC2c3ccccc3C(=O)N2Cc2ccccc2Cl)cc(OC)c1 (stereo not drawn)
  -1.6%, 0.3, -1.5%, 6%, -2%, 1%, -5%, i, 15%, 19%
COc1ccccc1N1C(=O)CC(N2CCN(c3ccc([N+](=O)[O-])cc3)CC2)C1=O (stereo not drawn)
  0.1%, 0.6, -1.8%, -1%, -13%, 5%, 5%, i, 26%, -19%[20 µM]
COC(=O)c1ccc(NC(=O)CN(c2ccc3c(c2)OCO3)S(C)(=O)=O)cc1
  -1.4%, 0.4, -3.8%, 2%, -4%, -9%, -23%, i, 2%, 28%
C=CCn1cc(C(=O)NCCCOC)c(=O)c2cc(S(=O)(=O)N(CC)CC)ccc21
  2.6%, 0.8, -0.3%, 2%, 6%, 2%, 12%, i, 2%, -12%
Cc1ccc(Cl)cc1S(=O)(=O)N1CCC(C(=O)NC2CCN(Cc3ccccc3)CC2)CC1
  -0.5%, 0.4, 5.4%, 0%, -10%, 6%, -4%, i, 45%, -28%
CN1CCN(NC(=O)Nc2cccc(Cl)c2Cl)CC1
  1.0%, 0.2, -0.4%, 4%, 4%, 6%, -33%, i, 19%, 4%
CCC(=O)N(Cc1cc(=O)[nH]c2ccccc12)c1ccccc1
  -1.1%, 0.5, -3.1%, 9%, 0%, 7%, -9%, i, 5%, 1%
CCCCN1C(=O)CCC(C(=O)O)C1c1ccccc1 (stereo not drawn)
  -1.6%, 0.9, -4.2%, -4%, -6%, 8%, 12%, i, 6%, -16%
Cc1cc(-n2nc(C)cc2C)n2ncc(-c3ccccc3)c2n1
  0.2%, 0.7, -1.1%, 1%, 8%, -12%, -50%, i, -11%, -41%
CCOc1ccccc1C(=O)NC(C(=O)OCC(=O)Nc1nnc(-c2ccccc2)o1)C(C)C (stereo not drawn)
  6.0%, 1.9, 0.6%, -4%, 4%, 2%, 14%, i, 4%, -20%
Cc1cc(Nc2ccc(F)cc2C)n2ncnc2n1
  1.1%, 0.9, -2.1%, 6%, 1%, -11%, -7%, i, 9%, -15%
CCCN(Cc1ccccc1)C(=S)Nc1ccc(C(C)=O)cc1
  -2.6%, 0.4, -3.8%, -2%, -4%, 2%, 13%, i, 14%, -17%
COc1ccc(NC(=O)/C(=C\c2cc(OC)c(OC)cc2[N+](=O)[O-])NC(=O)c2ccccc2)cc1
  -3.0%, 1.3, 0.6%, 2%, -5%, -5%, 15%, i, 11%, 7%
CCOc1cccc(/C=C/c2cc(C(=O)O)c3ccccc3n2)c1OC
  2.0%, 0.0, 1.2%, 4%, -6%, -7%, -6%, i, -105%, 6%
COc1ccc(NC(=O)/C(C#N)=C/c2cc(C)n(-c3ccc(N4CCOCC4)c([N+](=O)[O-])c3)c2C)cc1
  0.7%, ·, -5.7%, -6%, -2%, -2%, ·, ?, ·, 21%
COCc1[nH]nc2c1C(c1sccc1C)C(C#N)=C(N)O2 (stereo not drawn)
  -0.2%, 0.3, -0.6%, 0%, 2%, -2%, -12%, i, 1%, -13%
COC(=O)CC1C(=O)NCCN1C(=O)CSc1nnnn1-c1ccc(Cl)cc1 (stereo not drawn)
  -0.6%, 1.3, 2.5%, -8%, -5%, -5%, 7%, i, 2%, -16%
O=S(=O)(c1ccccc1)c1cnn(-c2ccccc2)c1-c1ccc(Cl)cc1
  -2.7%, 2.4, -3.6%, 2%, -6%, -9%, -21%, i, 3%, 7%
CC1CCN(C2CCN(S(=O)(=O)c3ccc(C(F)(F)F)cc3)CC2)CC1
  -1.4%, 1.1, -0.4%, -9%, -10%, 5%, 13%, i, -54%, -7%
O=Cc1ccc(N2N=C(c3ccccc3)CC2c2ccccc2)cc1 (stereo not drawn)
  7.6%, 0.6, -2.2%, -1%, -14%, 7%, -10%, i, -25%, 12%
CC1(C)CC(=O)C(C=NCCN2CCN(CC(=O)Nc3ccc(F)cc3)CC2)=C(O)C1
  0.4%, 0.8, 1.1%, 1%, -10%, -2%, 8%, i, 34%, 27%
COc1ccc(-c2cn[nH]c2C)cc1
  0.1%, 0.0, 2.3%, 4%, -5%, -1%, 17%, i, 10%, -9%
CC1(C)CC(c2nc(-c3ccc(Cl)cc3)cs2)CCS1 (stereo not drawn)
  4.2%, 0.7, -1.1%, 2%, 0%, -3%, -2%, i, 0%, -4%
COC(=O)C(CO)NC(=O)C(C)NC(=O)CNC(=O)OCc1ccccc1 (stereo not drawn)
  0.6%, 0.2, -2.1%, -8%, -8%, -4%, -13%, i, 9%, 11%
O=C(Nc1cc([N+](=O)[O-])ccc1N1CCCC1)c1ccco1
  0.1%, 0.4, -2.5%, 11%, 4%, -9%, -21%, i, 15%, 21%
O=S(=O)(c1ccc(Cl)c(C(F)(F)F)c1)N1CCN(CC(O)COCC2CCCO2)CC1 (stereo not drawn)
  4.7%, 1.3, 0.1%, 5%, -3%, 7%, -3%, i, 9%, 7%
Cc1ccc2c(C)c(C(=O)Nc3ccc(S(=O)(=O)Nc4onc(C)c4C)cc3)oc2c1
  44%, 1.9, -2.5%, -1%, -6%, -1%, -15%, i, 6%, -6%
CC(C)CN1C(=O)c2ccccc2C1(O)Cc1ccccc1 (stereo not drawn)
  0.2%, 1.4, 4.8%, 0%, -4%, 1%, 0%, i, -6%, -42%
O=C(CCSCCC(=O)NCC1CCCO1)NCC1CCCO1 (stereo not drawn)
  -2.7%, 0.9, -2.7%, 3%, -6%, 10%, ·, i, 8%, 27%
Cc1cccc(OCc2nnc(SCC(=O)Nc3sc(C)c(C)c3C#N)n2C)c1
  1.6%, 0.5, 26%, 2%, -9%, -8%, -45%, i, 8%, -5%
N#CCc1ccc(NC(=O)Cn2c(=O)oc3ccccc32)cc1
  -1.9%, 0.5, 1.0%, 1%, -6%, 4%, -25%, i, 4%, -10%
COc1ccc(-c2noc(=O)n2Cc2ccc(F)cc2Cl)cc1
  -1.5%, 0.5, -6.9%, -4%, -8%, 7%, 8%, i, 16%, -4%
Cc1ccc(CCNC(=O)CCS(=O)(=O)c2cc3c(cc2C)NC(=O)CO3)cc1
  -1.3%, 9.1, -2.5%, -2%, -6%, ·, -10%, i, 7%, -7%[20 µM]
CCN(CC)S(=O)(=O)c1cc([N+](=O)[O-])ccc1NNC(=O)Nc1ccc(Cl)c(Cl)c1
  -1.5%, 0.4, 6.3%, -1%, 1%, 27%, 84%*, i, -10%, -31%
CC(=O)Nc1ccc(S(=O)(=O)NCC(=O)NCCCc2ccccc2)cc1
  -0.8%, ·, 4.7%, 1%, -8%, -1%, -35%, ·, 3%, -15%
Cc1ccnc(NC(=O)C(C)n2cc([N+](=O)[O-])cn2)c1 (stereo not drawn)
  0.5%, 0.2, 13%, -6%, -2%, 5%, -11%, i, -5%, -32%
COc1cc(C(=O)OCC(=O)Nc2ccc(C)cc2)cc(OC)c1OC
  1.8%, 0.2, -3.2%, -2%, -11%, 5%, 3%, i, 20%, 8%
CN(Cc1ccccc1)S(=O)(=O)c1ccc2c(c1)NC(=O)CC(=O)N2
  -0.2%, 0.0, 7.9%, -2%, -9%, 1%, 8%, i, -1%, -44%
Cc1ccc(NC(=O)[C@@]2(CC(=O)O)CC(/C=C/c3ccccc3)=NO2)c(C)c1
  -0.1%, 0.8, 1.4%, -1%, -4%, -4%, -2%, i, 8%, -8%
O=C(Nc1ccc(Br)cc1)c1cccc(NC(=O)C2C3CC4OC(=O)C2C4C3)c1 (stereo not drawn)
  1.1%, 2.8, 4.8%, -1%, -1%, 8%, -18%, i, -17%, -28%
O=C(NCCCn1ccnc1)c1c(F)cccc1F
  -0.8%, 1.1, 3.0%, 6%, -8%, 5%, -19%, i, 7%, -12%
COc1ccccc1OCc1ccc(C(=O)N2CCN3CCCC3C2)cc1 (stereo not drawn)
  -2.6%, 0.4, 3.1%, 4%, -8%, 1%, -22%, i, 4%, -35%
COc1ccc(-c2cc3c(=O)n(CC(=O)NCc4ccc(F)cc4)ncn3n2)cc1
  1.7%, 2.5, -6.3%, -10%, -3%, ·, -7%, i, -102%, -9%[20 µM]
CCc1sc(C(=O)NCc2ccco2)cc1C
  -0.2%, ·, -5.0%, 2%, -9%, 3%, -32%, ?, -8%, -15%
Cc1nc2c(-c3ccc(F)cc3)cnn2c(N)c1-c1ccccc1
  2.0%, ·, -4.0%, -6%, -7%, 3%, ·, ?, ·, 8%
C1=CC2c3ccccc3NC(c3ccncc3)C2C1 (stereo not drawn)
  -1.3%, 1.0, -2.4%, 1%, -8%, 18%, 16%, i, 15%, -4%
CSc1nc(-c2ccccc2)nc(N2CCOCC2)c1C(C)=O
  -0.9%, 0.4, -1.5%, 5%, -1%, -3%, -26%, i, 16%, -19%
